# Assay outcomes (PubChem BioAssay)
# C1s inh: human complement C1s inhibition. P09871. purified C1s, fluorogenic AMC substrate, pooled mixtures. mean inhibition % of two 10-compound mixtures (active compounds read high), % at 5 µM (by protocol). hit rate 0.16% among 62,000. AID 538;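 active = inhibition above 20% in each of the two 10-compound mixture wells holding the compound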;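 note: 0% = enzyme wells lacking compound mixture and 100% = no-enzyme blank wells; some compounds called inactive have numbers as strong as hits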
# PKA kinase inh: PKA (human) kinase inhibition. P17612. PKA Kemptide phosphorylation, Kinase-Glo ATP luminescence. inhibition, % at 6 µM. hit rate 0.1% among 65,000. AID 524;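 active = inhibition above the screen-wide mean inhibition plus 3 SD, cut at about 21% in these data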; note: many of its hits are not listed in these tables
# CatS inh: inhibitors of human cathepsin S | P25774 | recombinant cathepsin S, AMC dipeptide fluorescence, pooled mixtures | inhibition, %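 (tested at 5 µM per compound within 10-compound mixtures)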 | hit rate 0.06% among 62,000 | AID 501; in the data active = inhibition above about 32%, passing the limit was not always enough; inconclusive = no clear call, values can overlap the other calls;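 note: 0% = enzyme without compound and 100% = blank without enzyme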
# CatB inh: inhibitors of human cathepsin B; P07858; purified cathepsin B, fluorogenic substrate, fluorescence; inhibition, %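 (tested at 10 µM)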; hit rate 0.1% among 63,000; AID 453; in the data active = inhibition above about 21%;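 note: 0% = enzyme with no compound and 100% = no enzyme blank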
# HER2 expr 66K: lowers expression of human Her2 kinase | SKBR-3 HER2 protein level, AlphaScreen, 18-24 h; active compounds read low | AID 645 | HER2 level % of control, % at 10 µM | hit rate 0.69% among 65,000 | P04626;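 active = HER2 level under 5% of the carrier-only control; inconclusive = no clear call, values can overlap the other calls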;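 note: 100% = DMSO carrier and 0% = 500 nM PU-H71 HSP90 inhibitor; lower value means stronger loss of Her2 protein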
# CatL block: inhibitors of human cathepsin L; purified cathepsin L, fluorogenic substrate, fluorescence; inhibition, %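 (tested at 10 µM)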; hit rate 0.17% among 58,000; AID 460; in the data active = inhibition above about 45%;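 note: 0% = enzyme with no compound and 100% = no enzyme blank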
# CatB mixtures: inhibitors of human cathepsin B in compound mixtures. P07858. Purified cathepsin B, AMC dipeptide fluorescence. inhibition, %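 (ten-compound pools at 5 µM per compound and 50 µM total)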. hit rate 0.06% among 62,000; in the data active = inhibition above about 22%, passing the limit was not always enough; inconclusive = no clear call, values can overlap the other calls;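 note: 0% = enzyme without compound and 100% = no enzyme blank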
# ROCK2 blocker: blocks human Rho kinase 2 activity | O75116 | AID 604 | inhibition, % at 6 µM | hit rate 0.35% among 60,000 | purified ROCK2, Kinase-Glo ATP depletion luminescence;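 active = inhibition above the screen-wide mean inhibition plus 3 SD, cut at about 18% in these data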;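 note: plate controls were DMSO wells for no effect and Y-27632 control wells after no-enzyme background subtraction for full effect; many of its hits are not listed in these tables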
# Target sequence (O75116 whole entry, looked up): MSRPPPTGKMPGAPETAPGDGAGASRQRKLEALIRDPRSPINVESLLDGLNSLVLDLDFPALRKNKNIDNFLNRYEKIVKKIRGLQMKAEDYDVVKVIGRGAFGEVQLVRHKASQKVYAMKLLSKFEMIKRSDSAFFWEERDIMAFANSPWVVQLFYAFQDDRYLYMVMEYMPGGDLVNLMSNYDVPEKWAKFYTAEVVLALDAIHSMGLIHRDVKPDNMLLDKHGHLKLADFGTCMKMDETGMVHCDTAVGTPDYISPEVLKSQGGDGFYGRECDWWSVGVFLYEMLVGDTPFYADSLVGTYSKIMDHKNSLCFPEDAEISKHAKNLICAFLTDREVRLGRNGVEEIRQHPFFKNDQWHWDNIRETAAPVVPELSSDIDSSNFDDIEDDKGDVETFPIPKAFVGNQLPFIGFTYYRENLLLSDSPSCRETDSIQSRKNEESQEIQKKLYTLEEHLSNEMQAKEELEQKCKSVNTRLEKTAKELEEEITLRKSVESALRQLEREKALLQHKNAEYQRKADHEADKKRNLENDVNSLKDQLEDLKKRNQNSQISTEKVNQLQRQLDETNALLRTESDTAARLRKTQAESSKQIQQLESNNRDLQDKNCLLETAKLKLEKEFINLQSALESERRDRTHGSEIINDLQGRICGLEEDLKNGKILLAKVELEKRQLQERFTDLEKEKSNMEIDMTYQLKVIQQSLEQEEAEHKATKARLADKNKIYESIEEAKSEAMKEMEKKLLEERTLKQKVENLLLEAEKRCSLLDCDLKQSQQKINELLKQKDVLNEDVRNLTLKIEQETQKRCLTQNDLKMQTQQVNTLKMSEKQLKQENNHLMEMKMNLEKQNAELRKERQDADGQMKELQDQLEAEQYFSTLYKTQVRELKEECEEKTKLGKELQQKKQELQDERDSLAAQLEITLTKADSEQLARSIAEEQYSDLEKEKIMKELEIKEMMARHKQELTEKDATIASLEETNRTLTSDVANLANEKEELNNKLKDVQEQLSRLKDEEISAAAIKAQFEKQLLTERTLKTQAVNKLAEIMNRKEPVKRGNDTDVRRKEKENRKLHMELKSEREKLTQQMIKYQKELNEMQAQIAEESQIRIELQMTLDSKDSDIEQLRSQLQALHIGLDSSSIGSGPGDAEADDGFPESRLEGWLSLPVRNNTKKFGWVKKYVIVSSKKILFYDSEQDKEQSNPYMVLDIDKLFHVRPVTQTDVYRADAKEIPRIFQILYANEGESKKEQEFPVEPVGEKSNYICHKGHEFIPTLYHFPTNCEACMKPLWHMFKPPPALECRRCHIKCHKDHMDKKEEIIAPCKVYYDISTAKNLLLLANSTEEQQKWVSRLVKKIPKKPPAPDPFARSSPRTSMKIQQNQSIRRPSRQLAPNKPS
# CatG inh: cathepsin G (human) inhibition; purified enzyme, AMC-tetrapeptide fluorescence, pooled mixtures; inhibition, % at 5 µM (by protocol); P08311; hit rate 0.2% among 62,000;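 active = inhibition above 20% in each of the two mixture wells holding the compound; inactive = inhibition of 20% or less in either well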;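 note: 0% = enzyme control without mixture and 100% = blank lacking enzyme; strong numbers were not always called active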
# * marks the source's active call; other numbers are inactive results; ? = inconclusive; . = no result given. Not all compounds are listed; the hit share may differ from the screen's.
[1] CNC(=O)CN1C(=O)c2ccccc2S1(=O)=O
[2] COC(=O)c1cn(C(=O)c2cccs2)c2ccccc12
[3] CN(C)CCCNS(=O)(=O)c1cc(Cl)ccc1Cl
[4] CC1Cc2nc(SCC(=O)Nc3nccs3)n(C)c(=O)c2S1 (stereo not given)
[5] CCOC(=O)N1CCN(c2c(N3CCC(N4CCCCC4)CC3)c(=O)c2=O)CC1
[6] CCOC(=O)Cn1nnc(-c2cccc(OC)c2)n1
[7] CCOC(=O)c1sc(NC(=O)c2ccc(Cl)s2)cc1C
[8] CCOc1ccc(CCNC(=O)CCc2nc(-c3ccc(OC)cc3)no2)cc1OCC
[9] Oc1ccccc1-c1cc(C(F)(F)F)[nH]n1
[10] Cc1cc(C)n2nc(SCc3ncc(-c4ccccc4)o3)nc2n1
Screen / compound no.,1,2,3,4,5,6,7,8,9,10
C1s inh,-15,5,17,-3,14,-4,-4,-11,11,-8
PKA kinase inh,8,5,1,4,-9,3,7,6,2,0
CatS inh,-1,-4,2,5,-1,14,-2,-8,11,23
CatB inh,0,3,0,-1,-2,3,-3,0,-1,-5
HER2 expr 66K,110,97,112,75,105,114,97,104,60,134
CatL block,.,5,-5,14,.,19,.,-11,-2,11
CatB mixtures,0,5,1,0,2,0,4,-6,3,1
ROCK2 blocker,6,9,-1,5,1,-3,5,.,2,-10
CatG inh,7,10,10,4,9,-3,8,-8,13,1

# Complete entries, looked up by structure. Values in the order: C1s inh	PKA kinase inh	CatS inh	CatB inh	HER2 expr 66K	CatL block	CatB mixtures	ROCK2 blocker	CatG inh
# CNC(=O)CN1C(=O)c2ccccc2S1(=O)=O in the list: -15	8	-1	0	110	.	0	6	7
# CCOC(=O)Cn1nnc(-c2cccc(OC)c2)n1 in the list: -4	3	14	3	114	19	0	-3	-3

# Additional entries:
[11] CC1CCN(C(=O)C2CCN(S(=O)(=O)c3cnc[nH]3)CC2)CC1
[12] Cc1cc(Oc2ccc(=O)n(C)n2)nc(Oc2ccc(=O)n(C)n2)n1
[13] Cc1ccc(C2CC(c3ccccc3C)n3nc(N)nc3N2)cc1 (stereo not given)
[14] Cc1ccc2nc(N3CCN(C(=O)c4cccs4)CC3)c(C#N)cc2c1
[15] CCN(CC)S(=O)(=O)c1cccc(-c2nnc(SC(C)C#N)n2Cc2ccccc2)c1 (stereo not given)
[16] N#Cc1nc(-c2ccco2)oc1NCc1cccnc1
[17] CCN1CCn2c3c(c4cc(C)ccc42)CCCC31 (stereo not given)
[18] Cc1nn(-c2ccc(Cl)cc2)c2sc(C(=O)N3CCN(c4ccccn4)CC3)cc12
[19] Cc1cccn2c(=O)c3cc(C(=O)Nc4ccc(N(C)C)cc4)n(C)c3nc12
[20] Cc1cc(N2CCC(C(=O)N3CCN(c4cccc(C)c4C)CC3)CC2)n2ncnc2n1
Screen / compound no.,11,12,13,14,15,16,17,18,19,20
C1s inh,-17,-46,11,-76,-57,-44,-24,1,-124,13
PKA kinase inh,4,5,1,9,10,9,10,3,-2,6
CatS inh,0,-2,-4,-15,12,-9,-4,1,-8,-9
CatB inh,1,8,5,-1,6,0,0,2,-1,-1
HER2 expr 66K,160,96,102,113,57,76,116,95,83,83
CatL block,6,5,2,-10,12,3,-10,4,3,6
CatB mixtures,6,34,4,-15,1,-3,0,-7,-1,1
ROCK2 blocker,1,1,0,4,4,4,6,-5,4,7
CatG inh,4,-7,8,-25,-9,2,7,6,-9,10

# Reprinted from the part before: 3 entries, followed by the next part.
[18] Cc1nn(-c2ccc(Cl)cc2)c2sc(C(=O)N3CCN(c4ccccn4)CC3)cc12
[19] Cc1cccn2c(=O)c3cc(C(=O)Nc4ccc(N(C)C)cc4)n(C)c3nc12
[20] Cc1cc(N2CCC(C(=O)N3CCN(c4cccc(C)c4C)CC3)CC2)n2ncnc2n1
[21] CC(C)C(NS(=O)(=O)c1ccc2c(c1)oc(=O)n2C)C(=O)N1CCN(C2CCCCC2)CC1 (stereo not given)
[22] CC1=C(C(=O)Nc2ccccc2)C(c2ccco2)C(C#N)=C(SCc2ccccc2)N1 (stereo not given)
[23] COc1ccccc1C(=O)Nc1ccc2c(c1)OCO2
[24] CC(C(=O)NCC1CCCO1)n1cccc1C(=O)c1ccccc1 (stereo not given)
[25] O=C(NCCOC(=O)c1ccc(S(=O)(=O)N2CCOCC2)cc1)c1cccnc1
[26] CCn1c(=O)c2c3c(sc2n2c(SCc4ccc(F)cc4)nnc12)CCCC3
[27] COC(=O)c1cc(COC(=O)c2ccc3ccccc3n2)oc1C
[28] N#C/C(C(=O)N1CCOCC1)=C1/SC=C(c2ccccc2)N1c1ccccc1
[29] COCC(=O)Nc1ccc(-c2cn3cccnc3n2)cc1
[30] COc1ccc(-c2nn(-c3ccccc3)cc2C(=O)N2CCOCC2)cc1
Screen / compound no.,18,19,20,21,22,23,24,25,26,27,28,29,30
C1s inh,1,-124,13,-14,-33,-54,-34,3,7,11,7,-99,-30
PKA kinase inh,3,-2,6,3,5,.,-3,1,-3,1,8,2,12
CatS inh,1,-8,-9,0,-2,-4,7,-10,7,-4,5,-8,14
CatB inh,2,-1,-1,8,-1,-1,3,0,5,3,1,-7,6
HER2 expr 66K,95,83,83,.,82,55,112,135,55,99,107,98,108
CatL block,4,3,6,.,-1,10,14,2,5,-8,-4,-231,21
CatB mixtures,-7,-1,1,4,-5,-1,-2,-2,6,2,10,-7,6
ROCK2 blocker,-5,4,7,0,-2,.,-2,.,.,-3,5,.,2
CatG inh,6,-9,10,-1,-12,2,-7,-1,15,10,1,-11,-11

[31] CN(C)CCCN1C(=O)c2oc3ccc(Cl)cc3c(=O)c2C1c1cccnc1 (stereo not given)
[32] CCC(C)(C(=O)NC1CCCC1)N(C(=O)CNC(C)=O)c1ccccc1 (stereo not given)
[33] Cc1sc2ncnc(OCC(=O)NCC3CCCO3)c2c1C (stereo not given)
[34] Cc1ccc(C(=O)CSc2nnc(CNc3ccc(C)cc3C)n2Cc2ccco2)cc1
[35] O=C1c2[nH]nc(-c3ccccc3O)c2C(c2ccc(F)cc2)N1Cc1ccco1 (stereo not given)
[36] CCCc1c(C(=O)OCC)[nH]c2c1C(=O)CCC2
[37] O=C(Nc1cccnc1)Nc1ccc(F)c(Cl)c1
[38] Cc1ccc(NC2=NC(c3ccc(O)cc3)n3c(nc(C)cc3=O)N2)cc1 (stereo not given)
[39] Cc1ccc(Nc2nc(N)nc(CSc3nnc(-c4ccncc4)o3)n2)cc1
[40] COCCN1C(=O)N(c2cccc(C)c2)C(=O)C1CC(=O)Nc1ccc(F)cc1 (stereo not given)
Screen / compound no.,31,32,33,34,35,36,37,38,39,40
C1s inh,-87,13,-12,-9,-17,1,-14,11,-11,6
PKA kinase inh,8,5,0,7,3,-1,2,10,3,2
CatS inh,-2,10,15,3,?,-2,?,5,17,-4
CatB inh,-3,3,8,4,1,-6,5,6,0,-2
HER2 expr 66K,77,56,97,130,89,93,91,100,106,116
CatL block,15,2,6,6,-23,-4,16,37,.,-7
CatB mixtures,0,-4,6,-4,0,4,5,0,8,1
ROCK2 blocker,-2,.,-3,3,-4,1,4,6,4,3
CatG inh,-11,20,-11,7,-15,-1,-4,6,1,7

[41] COc1ccc(CCNC(=O)CN(C)S(=O)(=O)c2cccs2)cc1OC
[42] CCC(C)(C(=O)NC1CCCC1)N(C(=O)CNC(C)=O)c1ccc(C)cc1 (stereo not given)
[43] CN(CCCC(=O)NCc1ccco1)S(=O)(=O)c1ccccc1
[44] CN(C)c1ccc(NC(=O)CSCc2nc3c(nnn3Cc3ccc(F)cc3)c(=O)[nH]2)cc1
[45] O=C(CSCc1nc2ccccc2[nH]1)N1CCN(c2ccc(F)cc2)CC1
[46] CC(=O)Nc1ccc(S(=O)(=O)N2CCN(CC(=O)NC3CCCC3)CC2)cc1
[47] CCOC(=O)NC(NCC(O)c1ccccc1)(C(F)(F)F)C(F)(F)F (stereo not given)
[48] O=C(NCc1ccc(F)cc1)c1cc(-c2ccco2)on1
[49] Cc1cc(C(=O)Nc2cccc3ncccc23)no1
[50] COc1ccc(-c2nnnn2C)cc1S(=O)(=O)NCCc1ccccc1
Screen / compound no.,41,42,43,44,45,46,47,48,49,50
C1s inh,-40,15,10,18,-26,8,-24,0,-37,40
PKA kinase inh,7,3,13,9,4,-5,9,6,-1,8
CatS inh,16,-2,-3,-1,0,-6,-9,2,-9,-4
CatB inh,1,2,2,3,-4,-1,-1,5,0,1
HER2 expr 66K,79,102,108,124,80,106,119,80,77,107
CatL block,17,-6,3,-4,-9,3,-4,-1,6,.
CatB mixtures,8,3,3,7,2,4,-1,2,-2,1
ROCK2 blocker,.,.,4,3,0,.,4,2,7,5
CatG inh,-2,9,18,20,-1,8,-2,7,-2,9

# Ordered by the number under HER2 expr 66K (descending): some entries from above.
[6] CCOC(=O)Cn1nnc(-c2cccc(OC)c2)n1
[37] O=C(Nc1cccnc1)Nc1ccc(F)c(Cl)c1
[41] COc1ccc(CCNC(=O)CN(C)S(=O)(=O)c2cccs2)cc1OC
[15] CCN(CC)S(=O)(=O)c1cccc(-c2nnc(SC(C)C#N)n2Cc2ccccc2)c1 (stereo not given)
Screen / compound no.,6,37,41,15
C1s inh,-4,-14,-40,-57
PKA kinase inh,3,2,7,10
CatS inh,14,?,16,12
CatB inh,3,5,1,6
HER2 expr 66K,114,91,79,57
CatL block,19,16,17,12
CatB mixtures,0,5,8,1
ROCK2 blocker,-3,4,.,4
CatG inh,-3,-4,-2,-9

# Next section
[51] CCn1c(CNc2cccc(Cl)c2)nnc1SCc1ccccc1
[52] CCn1nnnc1-c1ccc(OC)c(S(=O)(=O)Nc2ccc(OC)cc2)c1
[53] CN(C)c1ccc(NC(=O)CN2CCN(CC(=O)Nc3ccc(F)cc3)CC2)cc1
[54] COc1ccc(N2CCN(C(CNC(=O)c3ccco3)c3cccnc3)CC2)cc1 (stereo not given)
[55] CCn1c(SCC(=O)Nc2cc(C)c(Cl)cc2OC)nnc1-c1ccco1
[56] Cc1ccc(S(=O)(=O)N2CCC(C(=O)Nc3nnc(C4CCCC4)s3)CC2)cc1
[57] N#Cc1cnc(SCCc2ccccc2)nc1N
[58] CSc1nc(Oc2ccc(=O)[nH]n2)nc(N(C)C)n1
[59] CCCCS(=O)(=O)Nc1ccc2c(c1)ncn2C1CCCCC1
[60] COC(=O)CN1C(=O)C(O)(CC(=O)c2ccccc2)c2ccccc21 (stereo not given)
[61] Cc1ccccc1Nc1nc(N)nc(COC(=O)C(NC(=O)c2ccco2)C(C)C)n1 (stereo not given)
[62] Nc1ccc(S(=O)(=O)NC(=O)c2ccccc2)cc1
[63] COc1ccc(OC)c(NC(=O)CNC(=O)Cn2cnc3ccccc3c2=O)c1
Screen / compound no.,51,52,53,54,55,56,57,58,59,60,61,62,63
C1s inh,-7,18,-4,6,14,-21,0,.,0,-1,0,-95,13
PKA kinase inh,-14,1,3,-3,6,8,10,4,2,12,8,0,11
CatS inh,-3,5,5,-1,2,1,11,.,-5,-5,-2,0,-5
CatB inh,-5,0,-3,4,-1,2,2,-1,-2,-1,4,3,0
HER2 expr 66K,113,97,99,76,76,184,85,118,121,108,144,91,98
CatL block,5,8,13,10,-12,7,-5,37,1,-1,2,3,-6
CatB mixtures,-2,6,9,1,4,0,2,.,2,-4,2,-8,0
ROCK2 blocker,-6,1,2,-1,3,3,7,2,2,6,7,6,7
CatG inh,-2,10,-1,8,11,-12,0,.,-2,8,9,-5,8
